CBFb-RUNX1 inh: blocks binding between human CBF-beta and RUNX1; AlphaScreen CBFb-His/RUNX1-biotin binding, biochemical; AID 1477; Potency, µM (titrated, usually from 59.8 µM), for inactives: at the highest dose activity, negative = inhibition, actives largely listed as inhibitors; Q01196+Q13951; 230,000 tested, under 10 active; also: % of control where 0% means no effect
Target sequence (Q01196 whole entry, looked up): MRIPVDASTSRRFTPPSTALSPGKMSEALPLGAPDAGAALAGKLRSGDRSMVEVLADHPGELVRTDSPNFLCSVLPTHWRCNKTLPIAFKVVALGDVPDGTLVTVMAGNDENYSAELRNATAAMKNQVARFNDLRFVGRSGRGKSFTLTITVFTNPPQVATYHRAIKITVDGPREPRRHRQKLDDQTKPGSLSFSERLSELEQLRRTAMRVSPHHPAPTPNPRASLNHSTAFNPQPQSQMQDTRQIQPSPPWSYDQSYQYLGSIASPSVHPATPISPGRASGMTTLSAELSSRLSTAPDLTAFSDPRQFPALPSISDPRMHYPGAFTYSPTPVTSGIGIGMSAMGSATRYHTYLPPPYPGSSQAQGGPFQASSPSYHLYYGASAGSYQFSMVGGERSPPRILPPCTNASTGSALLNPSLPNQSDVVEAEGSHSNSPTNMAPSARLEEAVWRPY
Target sequence (Q13951 whole entry, looked up): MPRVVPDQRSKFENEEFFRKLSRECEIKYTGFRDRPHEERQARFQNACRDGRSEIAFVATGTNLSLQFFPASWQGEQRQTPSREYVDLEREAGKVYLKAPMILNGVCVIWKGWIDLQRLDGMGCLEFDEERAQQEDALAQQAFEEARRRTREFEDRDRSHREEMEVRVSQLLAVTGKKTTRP
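AlphaScreen proximity signal reports loss of binding between His-tagged CBF-beta and biotin-labelled RUNX1, each at 30 nM. Proteins are pre-associated for 20 minutes, compounds added for 15 minutes, then beads for 90 minutes, all at ambient temperature.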
NPSR antagonist: antagonists of human neuropeptide S receptor cAMP signaling; 1% of 220,000 active; Potency, µM (titrated, usually from 38.3 µM), without a hit: at the top dose activity change, negative = inhibition, most hits filed as inhibitors; AID 1461; CHO-NPSR cells, cAMP TR-FRET, antagonist mode; also: potency is read from the fitted curve at half-maximal effect; % is scaled to controls: 0 for no effect and ±100 for the full control effect; nearly all actives have a fitted effect of over 50% in size; many of its hits are not listed in these tables
Target sequence (Q6W5P4 whole entry, looked up): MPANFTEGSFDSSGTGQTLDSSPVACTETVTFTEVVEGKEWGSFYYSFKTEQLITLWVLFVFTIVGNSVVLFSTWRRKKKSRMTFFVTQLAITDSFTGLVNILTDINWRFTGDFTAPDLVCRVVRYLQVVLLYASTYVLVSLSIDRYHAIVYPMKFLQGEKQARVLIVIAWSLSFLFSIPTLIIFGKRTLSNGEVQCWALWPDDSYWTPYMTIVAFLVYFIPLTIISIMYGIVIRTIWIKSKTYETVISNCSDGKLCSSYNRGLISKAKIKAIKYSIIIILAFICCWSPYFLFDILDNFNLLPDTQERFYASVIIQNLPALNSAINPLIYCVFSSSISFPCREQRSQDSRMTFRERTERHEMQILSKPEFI
IMPase Li inh: IMPase inhibition in cells with lithium potentiation; CHO-M1 cells, IP1 TR-FRET (IP-One), carbachol + lithium; AID 1457; Potency, µM (doses to about 59.4 µM), inactives show at the top dose activity, negative = IMPase inhibition, usual class: inhibitors; 0.35% of 210,000 active;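 also: IP1 builds up when IMPase is blocked and the TR-FRET signal falls; potency is read from the fitted curve at half-maximal effect; plate controls were basal vehicle for no effect and high inhibitor control for full effect; nearly all actives have a fitted effect of over 50% in size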
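CHO cells stably expressing M1 receptor (2000/well, cultured 16–30 h) treated 30 min at 37C with compound plus low lithium. Cytosolic IP1 by TR-FRET (665/620 ratio and 620 channel) after 10 min lysis; AC50 by Hill fit.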
HTT aggregate: reduces HttQ103-GFP aggregates in PC12 cells; PC12 HttQ103-GFP aggregates, Acumen cytometry, 40 h; Potency, µM (doses to about 46.1 µM), without a hit: top-dose activity change, negative = inhibition, most hits filed as inhibitors; 1.1% of 220,000 active; AID 1688; also: potency is read from the fitted curve at half-maximal effect; % is scaled to controls: 0 for no effect and ±100 for the full control effect; nearly all actives have a fitted effect of over 60% in size
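PC12 cells with ecdysone-inducible HTT exon1 Q103-GFP, induced by 100 nM tebufenozide, given compounds in a concentration series. GFP aggregates (1–25 um, 6 SD above background) counted in lysates by laser-scanning cytometry, 488 nm excitation.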
L3MBTL1 inh: L3MBTL1 (human) inhibition | 0.66% of 230,000 active | AlphaScreen L3MBTL1–H3K9me1 peptide binding | Q9Y468 | AID 485360 | Potency, µM (doses to about 57.1 µM), without a hit: top-dose activity, negative = inhibition, most hits filed as inhibitors; also: potency is read from the fitted curve at half-maximal effect; % is scaled to controls: 0 for no effect and ±100 for the full control effect; nearly all actives have a fitted effect of over 60% in size
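AlphaScreen assay: L3MBTL1 (50 nM final) was preincubated 30 min at room temperature with biotinylated H3(1-15)K9me1 peptide (75 nM final), then 30 min with library compounds; streptavidin donor and nickel chelate acceptor beads (10 ug/mL final) added, 30 min dark.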
KinaseGlo FLuc: Kinase-Glo luciferase inhibition (counter-screen). 0.28% of 200,000 active. Potency, µM (titrated, usually from 38.3 µM), for inactives: at the top dose activity change, negative = inhibition, most hits filed as inhibitors. Kinase-Glo luciferase, ATP luminescence, 8 min. AID 1379; also: potency is read from the fitted curve at half-maximal effect; % is scaled to controls: 0 for no effect and ±100 for the full control effect; nearly all actives have a fitted effect of over 60% in size
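Inhibition of Kinase-Glo luciferase light generation was assessed at 10 uM ATP in pH 7.2 imidazole buffer, with luminescence measured after eight minutes at ambient temperature.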
Epigenetic reg: derepresses silenced GFP reporter in murine cells; murine LDR cells, GFP reporter derepression, 30 h; Potency, µM (series often up to 53.9 µM), for the others: at the top dose GFP activation, actives largely listed as activators; 0.2% of 280,000 active; also: potency is read from the fitted curve at half-maximal effect; % of control where 0% means no effect; nearly all actives have a fitted effect of over 60% in size
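Reporter derepression read as number of fluorescent GFP-positive objects, 20-120 um in size, counted by laser-scanning cytometer. Mouse LDR line with an epigenetically silenced CMV-GFP locus; compound incubation 30 h, 37 C.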
Numbers without * were called inactive; ? = inconclusive; / = not tested or not shown; [ ] = another dose, or the depositor's remark. Calls follow the shape of the dose curve; as a rule, active = well fitted curve in the direction sought with a large enough effect; inconclusive = small, poorly fitted or top-dose-only effect, or another doubt; inactive = no such curve, though single readings can be large; an effect the other way counts as inactive or inconclusive. Some of the compounds tested; the hit share may differ from the screen's.

mol	CBFb-RUNX1 inh	NPSR antagonist	IMPase Li inh	HTT aggregate	L3MBTL1 inh	KinaseGlo FLuc	Epigenetic reg
COc1ccccc1NC(=O)CSc1nnc(CC(=O)Nc2ccccc2)n1C	8%	-4%[46.1 µM]	27%[38.3 µM]	-19%	/	-1%	0.0%
CC(=O)Nc1ccc(-c2nnc(SCc3ccc(C)cc3)n2C)cc1	5%	-6%[46.1 µM]	33%[activator][38.3 µM]	-1%	/	-2%	2.0%
COc1ccc(Cn2nnnc2CN(CCCN2CCOCC2)Cc2cc3cc(OC)ccc3[nH]c2=O)cc1	11%	-8%	10%	0%[9.22 µM]	-1%	-1%	3.8%
CC1CCN(CCNC(=O)c2ccc(NC(=O)C3CCCO3)cc2)CC1 (stereo unspecified)	11%	-8%[46.1 µM]	28%[38.3 µM]	5%	10%	-5%	-0.9%
CC(=O)Nc1ccc(NS(C)(=O)=O)cc1	0%	-1%[46.1 µM]	14%[38.3 µM]	-4%	/	13%	4.4%
COc1ccc(CSc2nnc(CNS(C)(=O)=O)o2)cc1	-2%	0%[46.1 µM]	20%[38.3 µM]	9%	/	-2%	-0.1%
CC(CC(=O)Nc1cccc(Cl)c1)c1ccccc1 (stereo unspecified)	11%	-2%	11%	11%	18%	2%	-0.9%
Cc1cc(-c2nn(C)c(=O)c3ccccc23)ccc1CNC(=O)NC1CCCCC1	-4%	18%	3%	0%[9.22 µM]	21%	-2%	1.1%
CS(=O)(=O)N(CC(N)=O)c1ccc2c(c1)OCO2	1%	-5%[46.1 µM]	19%[38.3 µM]	-12%	/	2%	0.0%
NNc1nc(-c2ccccc2)c2ccccc2n1	8%	-6%	2%	-31%	-18%	0%	2.6%
Cc1noc(C)c1C(=O)N1CCCC(C(=O)c2cccc(OC(C)C)c2)C1 (stereo unspecified)	6%	4%	0%	-3%[9.22 µM]	2%	1%	1.0%
COc1nccnc1NS(=O)(=O)c1ccc(NC(=O)c2cccc(C)c2)cc1	-2%	-9%	-3%	-8%[9.22 µM]	6%	7%	-3.1%
CCOCCCNC(=O)C(c1ccc(C)cc1)N(Cc1ccc2c(c1)OCO2)C(=O)c1cnccn1 (stereo unspecified)	-7%	-2%[46.1 µM]	-7%[38.3 µM]	17%	2%	-4%	-0.9%
N#Cc1c(NC(=O)Cn2c(=O)oc3ccccc32)oc(-c2ccccc2)c1-c1ccccc1	-22%	-12%[46.1 µM]	16%[38.3 µM]	20µM*	-21%[11.4 µM]	2%	-1.0%
CC(Sc1ccc(S(=O)(=O)N2CCOCC2)cc1[N+](=O)[O-])C(=O)O (stereo unspecified)	1%	14%	2%	-5%	5%	3%	-1.9%
Cc1cc(C)c(S(=O)(=O)c2cccc(Cl)c2)c(Cl)n1	6%	-44%	2%	-11%	30%	-2%	0.0%
CC(=O)c1ccc(NS(=O)(=O)c2cccc(C)c2)cc1	1%	-13%[46.1 µM]	21%[38.3 µM]	1%	9%[11.4 µM]	-2%	1.0%
CCOc1cc(N2CCOCC2)c(OCC)cc1NC(=O)COc1ncnc2ccc(Br)cc12	4%	-5%[46.1 µM]	31%[activator][38.3 µM]	2%[1.84 µM]	/	2%	-0.3%
COc1ccc2c(c1)c1nnc(SCC(=O)N3CCCCC3C)nc1n2C (stereo unspecified)	-5%	-9%[7.67 µM]	14%[38.3 µM]	-2%	-3%	-1%	2.5%
CC(C)CNC(=S)NNC(=O)c1ccccc1OC(F)F	-2%	0%[46.1 µM]	-7%[38.3 µM]	7%	/	2%	-3.8%
Fc1ccc(Nc2ccnc(Nc3ccc(F)cc3)n2)cc1	4%	-34%	21%	-18%	-10%	8%	-1.0%
CC(=O)Nc1sc2c(c1C(c1cccc(Cl)c1)N1CCN(CCO)CC1)CCCC2 (stereo unspecified)	-23%	?	10%	-18%	/	-3%	1.8%
COc1ccc(OC)c(/C=C/C(=O)OCC(=O)Nc2cccc(Oc3ccccc3)c2)c1	?	-10%	-9%	-11%	48%[activator]	3%	-1.1%
Cc1cc(C)cc(NS(=O)(=O)c2ccc(NC(=S)Nc3ccccc3)cc2)c1	20%	-13%	-4%	29%	1%	-3%	-0.3%
O=C(Nc1cccc(-c2cn3ccsc3n2)c1)c1ccccc1	-7%	-29%[46.1 µM]	2%[38.3 µM]	11%	-6%	-2%	-2.4%
O=C(N/N=C/c1ccc(O)c(O)c1)C1c2ccccc2Oc2ccccc21	-18%	16%[46.1 µM]	8%[38.3 µM]	23%	-22%	0%	-4.2%
O=C1COc2ccc(-c3csc(NCCc4ccccc4)n3)cc2N1	-25%	-10%	14%	-6%	-15%	1%	1.6%
O=C(COc1ccccc1Br)NCc1ccco1	0%	1%[46.1 µM]	21%[38.3 µM]	-7%	-1%	-2%	5.4%
CCOc1cc(C2C3=C(CC(C)(C)CC3=O)OC3=C2C(=O)CC(C)(C)C3)cc([N+](=O)[O-])c1O	-10%	-48%	11%	13%	-20%	-1%	1.1%
N#Cc1ccc(CNc2cnccn2)cc1	-3%	-1%[46.1 µM]	-12%[38.3 µM]	-2%	-5%	-9%	1.9%
O=C(/C=C/c1ccc(Br)cc1)NCc1cccs1	-5%	-8%	-1%	-3%	7%	-4%	0.0%
COc1ccc(OCCCC(=O)Nc2nncs2)cc1	-3%	6%[46.1 µM]	1%	-13%	?	3%	-0.8%
COc1cc2c(cc1NC(=O)Cn1cnc3c1c(=O)n(C)c(=O)n3C)oc1ccccc12	3%	0%[46.1 µM]	5%[38.3 µM]	-11%	-7%	11%	2.9%
O=C1c2ccccc2-c2c1nc1c([n+]2[O-])CCCC1	-2%	2%[46.1 µM]	-9%[38.3 µM]	15%	0%	-2%	1.5%
Cc1ccc(-n2nc3c4c(cccc4c2=O)-c2ccccc2-3)cc1	13%	-20%[46.1 µM]	-4%[38.3 µM]	-29%	9%	2%	0.1%
O=C(NCc1ccccc1)C1=C[C@H](c2csc3ccccc23)C[C@H](OCc2ccc(CO)cc2)O1	-9%	?	/	12%[9.22 µM]	/	/	2.6%
O=C1N=C2N(CCN3CCCCC3)c3ccccc3N2/C1=C\c1ccc([N+](=O)[O-])o1	-3%	8%	3%	-28%[9.22 µM]	14%	2%	8.7%
O=C(CS(=O)(=O)c1ccccc1)N1CCc2ccccc21	2%	1%	0%	-13%	6%	-10%	1.6%
Cc1sc2c(c1C)c(=O)nc1n2Cc2ccccc2-1	4%	0%[46.1 µM]	3%[38.3 µM]	18%	/	-8%	-5.5%
COc1ccccc1N1CCN(CC(=O)N2N=CCC2c2ccccc2)CC1 (stereo unspecified)	-2%	9%	7%	1%	?	1%	-0.9%
Cc1ccc(C(=O)CC2(O)C(=O)N(C)c3ccccc32)s1 (stereo unspecified)	-6%	-2%	-10%	6%	-23%	0%	-2.5%
COC(=O)c1[nH]c2cccc(OC)c2c1NC(=O)CCN1CCN(c2ccccc2F)CC1	0%	-6%[46.1 µM]	20%[38.3 µM]	21%	/	3%	-1.0%
CCC(C)SCc1nc2ccccc2[nH]1 (stereo unspecified)	4%	-4%[46.1 µM]	5%[38.3 µM]	9%[9.22 µM]	-1%	-5%	-2.3%
CCCNC1CCS(=O)(=O)C1 (stereo unspecified)	6%	-4%[46.1 µM]	8%[38.3 µM]	-3%	0%	-1%	0.2%
O=C(c1cc([N+](=O)[O-])ccc1N1CCCCC1)N1CCCC1	-3%	10%	0%	-6%	-9%	-2%	5.2%
Cc1ccccc1NC(=S)NNC(=O)c1cccnc1	-4%	-4%	-5%	2%	3%	1%	0.1%
CCOC(=O)c1[nH]c(=O)[nH]c1COC(=O)c1cc2ccccc2o1	1%	5%[46.1 µM]	/	8%	2%	/	-5.3%
N#C/C(=C\c1cn[nH]c1-c1ccccc1Br)C(=O)O	5%	-17%	3%	3%	1%	2%	-1.5%
CCO[C@H]1OC(C(=O)N2CCN(Cc3ccc4c(c3)OCO4)CC2)=C[C@@H](c2ccccc2)[C@@H]1CCCO	0%	22%	6%	-18%[9.22 µM]	-1%	/	0.1%
O=C(NCCCn1ccnc1)c1cc2ccccc2oc1=O	0%	2%	9%	-8%	2%	-1%	-2.0%

The results go on.
mol	CBFb-RUNX1 inh	NPSR antagonist	IMPase Li inh	HTT aggregate	L3MBTL1 inh	KinaseGlo FLuc	Epigenetic reg
C=CCNC(=O)N1CCc2nc(-c3ccc(OC)cc3C)c3c(c2C1)CO[C@@H](c1ccccc1)C3	4%[13.1 µM]	/	4%	/	/	-3%[7.66 µM]	/
Cc1cc(C)c2c(=O)[nH]n(C3CCOC(C)(C)C3)c2n1 (stereo unspecified)	2%	-9%[46.1 µM]	-9%[38.3 µM]	15%	/	1%	-1.1%
O=C(CN1CCN(C2CCCCC2)CC1)NCCC1=CCCCC1	-1%	1%[46.1 µM]	-2%[38.3 µM]	2%	-1%	-2%	0.0%
CC1CN(c2c(F)c(N)c3c(=O)c(C(=O)O)cn(C4CC4)c3c2F)CC(C)N1 (stereo unspecified)	1%	/	16%	19%	/	-2%[39.9 µM]	-0.9%
Cc1nn(C)cc1/C=N\NC(=O)c1ccc2c(c1)c(C)c(C)n2Cc1ccccc1	-25%	-21%[46.1 µM]	36%[38.3 µM]	29%	/	-2%	-0.8%
CCOC(=O)C(NC(=O)NCc1ccc(F)cc1)(OCC)C(F)(F)F (stereo unspecified)	10%	14%	3%	2%	-25%	-3%	1.0%
NS(=O)(=O)c1ccc(NC(=O)COC(=O)C2CC(=O)N(Cc3ccccc3)C2)cc1 (stereo unspecified)	0%	10%	12%	10%	-4%	-2%	-0.2%
O=C(CCCc1c[nH]c2ccccc12)N1CCN(S(=O)(=O)c2cccs2)CC1	-1%	-14%[46.1 µM]	10%[38.3 µM]	-17%	-8%	2%	5.1%
COc1cc(Cn2c(C(=O)O)cc3sccc32)cc(OC)c1OC	0%	-15%[46.1 µM]	8%	0%	9%	6%	-9.9%
CC#CC[N+](C)(C)CCCCCC	-12%	38%	/	-3%[9.22 µM]	5%	/	-2.0%
COc1ccc(N=C2NC(=O)S/C2=C\c2ccc(N(C)C)cc2)cc1	-5%	-17%[46.1 µM]	4%[38.3 µM]	-5%	0%	-3%	?

High-throughput results: PubChem BioAssay, National Center for Advancing Translational Sciences (NCATS)
